High-throughput results from PubChem.
Statin myotox sup = suppressors of statin myotoxicity in C2C12 myotubes, primary screen, cell-based, single point, plate reader; actives 0.78% (n = 330,000); rescue of ATP level, % at 7.49 µM; C2C12 myotubes + simvastatin, ATP luminescence, 48 h; scaled: DMSO 0, geranylgeraniol control 100; AID 602340, 2012;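 active means mean ATP rescue above about 67%, or every replicate alone reaching that limit, limit read from the data, passing the limit was not always enough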;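 further: myotubes were challenged with 10 µM simvastatin during compound exposure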
Casp6 inh = human caspase-6 inhibitors, primary screen, biochemical, VEID-R110 fluorescence, single point, set 2. purified caspase-6, Z-VEID-R110 cleavage fluorescence. inhibition, % at 12.5 µM. actives 0.53% (n = 350,000). AID 686996, 2013;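 active means mean inhibition across replicates at least about 35%, with every replicate also reaching that limit, limit read from the data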;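 further: 0% = median of neutral control wells and 100% = no fluorescence left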
Target sequence (P55212 24-179 limits assumed): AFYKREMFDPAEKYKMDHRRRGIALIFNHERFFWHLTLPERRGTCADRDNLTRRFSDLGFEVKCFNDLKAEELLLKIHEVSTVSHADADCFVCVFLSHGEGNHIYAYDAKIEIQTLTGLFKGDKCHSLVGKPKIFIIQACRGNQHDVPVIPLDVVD
Target sequence (P55212 194-293 limits assumed): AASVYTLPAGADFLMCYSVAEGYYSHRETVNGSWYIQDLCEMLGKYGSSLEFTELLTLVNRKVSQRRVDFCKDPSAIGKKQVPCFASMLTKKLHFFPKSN
esBAF inh = Bmi1 luciferase reporter increase in mESCs, primary screen, esBAF inhibitor project, mouse ES cells, Bmi1 luciferase knock-in, single point; AID 602393, 2012; reporter increase, % at 12.5 µM; actives 2% (n = 350,000); 24 h; 100% = twice the neutral-well signal; in the data active means activation above about 40%;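 further: 0% = median of the plate's neutral control wells and 100% = double that signal; a rise in the Bmi1 reporter signal indicates esBAF inhibition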
LGR2 antag = inhibitors of bursicon-induced LGR2 CRE-luciferase signal, primary screen, cell-based, HEK293, CRE-luciferase reporter, bursicon stimulation; AID 720647, 2013; inhibition, % at 9.99 µM; bursicon-stimulated, 4 h; Drosophila bursicon receptor LGR2 (rickets); actives 0.35% (n = 380,000);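 active means drop in luminescence signal, shown as inhibition above about 50% in the replicate tests, limit read from the data, passing the limit was not always enough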;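 further: agonist challenge used bursicon conditioned medium at about half maximal strength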
SIRT5 inh = SIRT5 desuccinylase inhibitors, primary screen, biochemical, fluorescence imaging, single point, set 5; Purified SirT5, succinyl-peptide AMC, trypsin-coupled fluorescence; inhibition, % at 15 µM; actives 1.1% (n = 330,000); AID 652115, 2013; in the data active means inhibition above about 15%
Target sequence (Q9NXA8 whole entry, looked up): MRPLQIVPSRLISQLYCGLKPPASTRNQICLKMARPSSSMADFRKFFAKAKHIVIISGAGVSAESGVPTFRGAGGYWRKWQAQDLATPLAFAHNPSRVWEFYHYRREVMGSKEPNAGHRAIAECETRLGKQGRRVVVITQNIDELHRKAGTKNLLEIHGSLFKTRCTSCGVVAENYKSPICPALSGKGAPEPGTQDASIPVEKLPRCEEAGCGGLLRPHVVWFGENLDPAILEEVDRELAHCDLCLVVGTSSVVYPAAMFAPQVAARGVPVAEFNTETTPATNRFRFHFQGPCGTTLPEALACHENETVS
FN deposition inh = inhibitors of fibronectin matrix deposition, primary screen, AH1F cells, Alexa488-fibronectin fluorescence, plate reader. actives 0.086% (n = 350,000). AH1F fibroblasts, overnight. AID 743247, 2014. inhibition, % at 12.6 µM;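 active means mean inhibition across replicates of 30% or more, regardless of how many single replicates reach that level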;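 further: positive control wells lacked labelled fibronectin entirely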
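Assay system: AH1F fibroblasts / Quantity: 10000 cells per well / Medium: DMEM plus 2% serum, read in PBS / Reagent: labelled fibronectin 24 nM / Dosing: single dose, pinned / Times: 1 h cell attachment, overnight exposure to compound and label / Signal: fluorescence, ex 485 nm, em 525 nm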
S100A4 MyoIIA = inhibitors of S100A4-myosin IIA peptide binding, primary screen, biochemical, fluorescence polarization, TAMRA-MyoIIA peptide; Protein S100-A4 (Homo sapiens), P26447; inhibition, % at 10.7 µM; actives 0.14% (n = 360,000);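 active means mean inhibition of at least 70% across replicates, with every replicate also reaching that level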
Target sequence (P26447 whole entry, looked up): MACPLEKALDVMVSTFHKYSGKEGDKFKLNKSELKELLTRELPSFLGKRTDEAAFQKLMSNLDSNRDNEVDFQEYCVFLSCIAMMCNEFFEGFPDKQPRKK
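Material: S100A4 monomer protein | Medium: HEPES pH 7.2 with CaCl2, KCl, NaCl, DTT, Triton | Reagent: Labelled myosin peptide probe, 5 nM | Doses: One dose per compound | Times: 5 min incubation before reading | Benchmarks: Neutral control DMSO, positive control TFP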
The depositor's hits bear a star; x = not tested or not shown; & = joins results of further samples. A portion of the library; the hit share may differ from the screen's.

SMILES | Statin myotox sup | Casp6 inh | esBAF inh | LGR2 antag | SIRT5 inh | FN deposition inh | S100A4 MyoIIA
c1ccc(-c2nnc3n2-c2ccccc2SC3)cc1 | x | -1 | x | -14 | -3 | -6 | 2
COc1ccc(S(=O)(=O)N(C)C[C@H]2Oc3ccc(NC(=O)Nc4cccc5ccccc45)cc3C(=O)N([C@H](C)CO)C[C@H]2C)cc1 | x | x | -1 | -20 | x | -5 | x
CCC(=O)N1C[C@@H](C)[C@@H](OC)CN(C)C(=O)c2cc(NC(=O)CC(F)(F)F)ccc2OC[C@H]1C | x | 0 | x | -11 | -2 | 3 | -9
C=CCn1c(SCC(=O)NC2CCCCC2)nnc1-c1cccnc1 | 3 | 1 | 3 | 7 | -2 | 3 | -9
Cc1ccc(-n2c(C)cc(/C=N/NC(=O)c3ccncc3)c2C)cc1C | x | 2 | x | 20 | 0 | 0 | -14
C[C@H](CO)N1C[C@H](C)[C@@H](CN(C)Cc2ccncc2)Oc2ccc(NC(=O)Nc3ccc(F)cc3)cc2C1=O | 15 | x | 1 | 13 | 2 | x | x
COc1cccc(S(=O)(=O)N(C)C[C@@H]2Oc3cc(C#CCC(C)C)ccc3S(=O)(=O)N([C@@H](C)CO)C[C@@H]2C)c1 | -39 | -1 | -4 | 3 | -5 | -8 | 6
COc1ccccc1C1CC(c2cccs2)=NN1C(=O)CCC(=O)O (stereo not drawn) | 4 | 7 | 4 | 19 | 0 | -2 | -7
O=C(CC1C(=O)NCCN1Cc1c(F)cccc1Cl)NCCC1=CCCCC1 (stereo not drawn) | -7 | 1 | 2 | 21 | -5 | 1 | 2
CC(c1nc2ccccc2c(=O)[nH]1)N1CCN(S(=O)(=O)c2ccc(F)c(Cl)c2)CC1 (stereo not drawn) | 3 | -2 | 3 | -1 | x | x | 0
CC=Cc1ccc2n(c1=O)C[C@@H]1[C@@H](CO)[C@H](C(=O)NCc3ccncc3)N(Cc3ccncc3)[C@H]21 (mixture of isomers) | 13 | -1 | 5 | 0 | -1 | x | -46
COc1ccc2[nH]cc(CCNC(=O)C3CCCCC3)c2c1 | -16 | -2 | -2 | 0 | x | 3 | -2
O=C(COc1ccccc1Cl)Nc1cc(NC(=O)COc2ccccc2Cl)cc(C(=O)O)c1 | 1 | 1 | -1 | -15 | 8 | 17 | -2
Cc1[nH]ncc1Nc1c(C(C)C)cccc1C(C)C | -7 | 55* | -2 | 1 | -2 | 9 | 2
COC(=O)N(C)C[C@@H]1OCc2cnnn2CCCC(=O)N([C@@H](C)CO)C[C@@H]1C | 3&13 | 1&-1 | -4&2 | -23 | -2&2 | 0&1 | -2&11
C[C@@H]1CN([C@@H](C)CO)C(=O)c2cc(NC(=O)Nc3ccc(F)cc3)ccc2O[C@@H]1CN(C)S(C)(=O)=O | 6 | -4 | -4 | 15 | -1 | x | -10
CCC(NC(=O)c1cccc(Cn2nc(C)c([N+](=O)[O-])c2C)c1)c1ccc(C(C)C)cc1 (stereo not drawn) | 9 | x | 38 | 13 | x | -8 | x
CO[C@H]1CN(C)C(=O)c2cc(NS(C)(=O)=O)ccc2OC[C@@H](C)N(C(=O)C2CCCCC2)C[C@H]1C | -2 | 1 | 1 | 7 | -5 | -15 | 1
COc1ccc(OC)c(S(=O)(=O)Nc2cc3c4c(c2)C(C)C(=O)N4CCC3)c1 (stereo not drawn) | 8 | 3 | x | -19 | -3 | 3 | -3
CC(C)NC(=O)N(C)C[C@H]1Oc2c(cccc2N(C)C)C(=O)N([C@H](C)CO)C[C@@H]1C | -33&-1 | 0&-3 | -4&-12 | 22&-10 | -2&-2 | -11 | 5&-3
COC(=O)C1CCN(C(=O)COc2cc3sc(C)nc3c3sccc23)CC1 | 40 | x | -5 | x | x | -2 | x
CCOC(=O)/C(=C/c1ccc(OC(=O)c2ccccc2)cc1)C(C)=O | 2 | x | 1 | -13 | x | -3 | x
COC(=O)C[C@@H]1C[C@@H]2c3cc(NC(=O)c4ccc5c(c4)OCO5)ccc3O[C@@H]2[C@H](CO)O1 | 2 | -1 | 5 | -1 | 0 | 6 | -3
COc1ccc(-n2cnc3cc(C(=O)N4CCOCC4)ccc32)cc1 | 3 | -1 | 43* | -15 | -2 | 4 | -2
CCC(c1nnnn1-c1ccc2c(c1)OCCO2)N1CCN(Cc2c(F)cccc2Cl)CC1 (stereo not drawn) | x | 1 | x | 9 | 1 | 2 | -3
COC(=O)c1ccc(Cn2cc([N+](=O)[O-])cn2)cc1 | x | 0 | x | -4 | -5 | -4 | -21
CCOC(=O)C1CCN(C(=O)c2ccc3c(c2)OCCO3)CC1 | 0 | -4 | -1 | -8 | -3 | 1 | -9
C[C@H](CO)N1C[C@H](C)[C@H](CN(C)Cc2ccncc2)Oc2ncc(-c3cc4ccccc4o3)cc2C1=O | 13 | 3 | 5 | 12 | -1 | 5 | 35
O=C(C1=C[C@H](c2ccc(Br)cc2)C[C@H](OCc2ccc(CO)cc2)O1)N1CCCC1 | x | 0 | x | x | 3 | x | 1
COc1ccc(S(=O)(=O)N2CCC3(CC2)CC(=O)c2ccccc2O3)cc1OC | x | -3 | x | 2 | -2 | 7 | -3

Compound profiles, from the list above. Screens in order: Statin myotox sup | Casp6 inh | esBAF inh | LGR2 antag | SIRT5 inh | FN deposition inh | S100A4 MyoIIA
`CCC(NC(=O)c1cccc(Cn2nc(C)c([N+](=O)[O-])c2C)c1)c1ccc(C(C)C)cc1` (stereo not drawn) as listed: 9 | x | 38 | 13 | x | -8 | x
`C[C@@H]1CN([C@@H](C)CO)C(=O)c2cc(NC(=O)Nc3ccc(F)cc3)ccc2O[C@@H]1CN(C)S(C)(=O)=O` as listed: 6 | -4 | -4 | 15 | -1 | x | -10
`CCC(c1nnnn1-c1ccc2c(c1)OCCO2)N1CCN(Cc2c(F)cccc2Cl)CC1` (stereo not drawn) as listed: x | 1 | x | 9 | 1 | 2 | -3

(further entries)
SMILES | Statin myotox sup | Casp6 inh | esBAF inh | LGR2 antag | SIRT5 inh | FN deposition inh | S100A4 MyoIIA
O=C(N/N=C/c1ccc(O)cc1)c1cc(-c2ccccc2)nc2ccccc12 | 0 | -3 | 26 | 0 | -2 | -1 | 1
COc1ccc2c(c1OC)C(=O)OC2Nc1ccc(S(=O)(=O)N=C(N)N)cc1 (stereo not drawn) | 6 | 9 | -3 | 9 | 0 | -1 | 2
CC(=O)C1CCC2C3CCC4CC(=O)CCC4(C)C3C=CC12C (stereo not drawn) | -2 | -1 | -7 | 19 | -2 | 0 | 0
O=[N+]([O-])c1cccc(S(=O)(=O)N2CCN(c3ccccn3)CC2)c1 | 6 | 2 | 4 | 3 | -4 | -4 | 3
COC(=O)c1ccc2c(c1)c(-c1ccccc1)c(-c1ccccc1)n2C | 2 | -1 | -5 | -5 | -6 | x | -2
Cc1cc(C)cc(-c2nnc(SCC(=O)c3c(N)n(C4CC4)c(=O)[nH]c3=O)o2)c1 | 6 | 1 | -6 | -13 | -3 | -5 | -3
O=C(CN1CCOCC1)NCC[C@@H]1CC[C@H](NC(=O)Nc2ccc(C(F)(F)F)cc2)[C@H](CO)O1 | 6 | -10 | 0 | -37 | 6 | -11 | -6
CC(=O)N(C)Cc1ccc(C(=O)CSc2nnc(C3CC3)n2C2CC2)cc1 | 1 | 1 | -7 | 0 | -1 | 3 | -1
N#CC1(Cc2ccc(Cl)cc2)c2ccccc2C=CN1C(=O)c1ccccc1 (stereo not drawn) | 7 | x | -7 | 9 | x | x | x
CCCCNc1nnc(SCC(=O)c2c(N)n(C3CC3)c(=O)[nH]c2=O)s1 | -5 | 2 | -3 | 17 | -5 | 8 | -3
C/C=C/c1cnc2c(c1)C(=O)N([C@@H](C)CO)C[C@@H](C)[C@H](CN(C)C(=O)c1ccc3c(c1)OCO3)O2 | 0 | 0 | -4 | 4 | -3 | 8 | -30
CC(C)(C)NC(=O)[C@@H]1CN(Cc2cccnc2)CCN1C[C@@H](O)C[C@@H](Cc1ccccc1)C(=O)N[C@H]1c2ccccc2C[C@H]1O | -5 | x | 5 | -3 | 2 | -8 | 0
CCOC(=O)c1cc2c(c(CCO)n1)[C@@H](CCO)N(S(=O)C(C)(C)C)C2 (stereo partly drawn) | 3 | 4 | -2 | -16 | -6 | -14 | -3
CC1(NC(=S)Nc2ccc(NC(=S)NC3(C)CCS(=O)(=O)C3)cc2)CCS(=O)(=O)C1 (stereo not drawn) | x | 0 | x | 2 | -2 | 2 | -13
COc1cccc(-c2ccc3n(c2=O)C[C@@H]2[C@@H](CO)[C@H](C(=O)NCC4CC4)[C@H]3N2S(C)(=O)=O)c1 | -3 | 1 | 1 | 6 | -32 | 2 | 0

Pulled one by one from the list above:
SMILES | Statin myotox sup | Casp6 inh | esBAF inh | LGR2 antag | SIRT5 inh | FN deposition inh | S100A4 MyoIIA
CCC(c1nnnn1-c1ccc2c(c1)OCCO2)N1CCN(Cc2c(F)cccc2Cl)CC1 (stereo not drawn) | x | 1 | x | 9 | 1 | 2 | -3
CCC(=O)N1C[C@@H](C)[C@@H](OC)CN(C)C(=O)c2cc(NC(=O)CC(F)(F)F)ccc2OC[C@H]1C | x | 0 | x | -11 | -2 | 3 | -9
Cc1[nH]ncc1Nc1c(C(C)C)cccc1C(C)C | -7 | 55* | -2 | 1 | -2 | 9 | 2

(cont.)
SMILES | Statin myotox sup | Casp6 inh | esBAF inh | LGR2 antag | SIRT5 inh | FN deposition inh | S100A4 MyoIIA
O=C(Nc1cccc([N+](=O)[O-])c1)N(c1ccccc1)c1ccccc1 | 6 | 1 | -7 | -17 | -6 | 6 | 0
C[C@H](CO)N1C[C@H](C)[C@H](CN(C)C(=O)Cc2ccccc2)Oc2cc(C3=CCCCC3)ccc2S1(=O)=O | -4 | -2 | 2 | 0 | 15* | -6 | 10
COc1ccc(C2C(C(=O)N3CCN(c4ccc(OC)cc4)CC3)c3ccccc3C(=O)N2C)cc1 (stereo not drawn) | 2 | x | -2 | x | x | -37 | x
C[C@H](CO)N1C[C@H](C)[C@H](CN(C)C(=O)C2CCCCC2)Oc2ncc(/C=C/c3ccccc3)cc2C1=O | -6 | -1 | 0 | -2 | -5 | x | 11
CN1C(=O)c2cc(NC(=O)C3CC3)ccc2OC[C@@H]2O[C@@H](CC(=O)NCCN3CCCC3)CC[C@@H]21 | 1 | 0 | 5 | -4 | -2 | 8 | 1
CCCCn1c(N)c(N(CCOC)C(=O)C2CCCN(C(=O)c3ccc(Cl)cc3)C2)c(=O)[nH]c1=O (stereo not drawn) | x | 1 | x | 3 | 0 | 0 | -5
CCC(=O)N1CC[C@H]2[C@@H]1c1cc(-c3cccc(F)c3)ccc1N(C)[C@H]2CO | 20 | x | 3 | -12 | x | -3 | x
CN(C)CCCNC(=O)C[C@H]1CC[C@@H]2[C@@H](COc3ccc(NC(=O)c4ccc5c(c4)OCO5)cc3C(=O)N2C)O1 | 10 | -1 | 15 | -6 | -6 | 3 | -4
Cc1ccc(S(=O)(=O)N[C@@H]2C=C[C@H](CC(=O)NCc3ccncn3)O[C@@H]2CO)cc1 | 23 | 0 | -5 | -3 | -4 | x | 3
CCc1ccc(C2NC(c3ccc(CC)cc3)C([N+](=O)[O-])C(C)(C)C2[N+](=O)[O-])cc1 (stereo not drawn) | x | 0 | x | 13 | -5 | 4 | 0
CCCN1C[C@@H](C)[C@@H](OC)CN(C)C(=O)c2cc(NC(=O)CC)ccc2OC[C@H]1C | -5 | x | -2 | 2 | x | x | x
COCCNC(=O)CSc1nnc(-c2ccc(C)cc2)c(-c2ccc(C)cc2)n1 | x | -1 | x | 9 | 0 | 2 | 1
C[C@@H]1CN([C@H](C)CO)C(=O)c2cc(NC(=O)CCC(F)(F)F)ccc2O[C@@H]1CN(C)S(=O)(=O)c1cn(C)cn1 | -45 | 2 | 3 | 10 | 1 | x | -10
